Screens deposited in PubChem by several laboratories.
cardiac RTF act – increases calcium sensitivity of human cardiac regulated thin filaments. IANBD-labeled TnC RTF fluorescence at EC20 calcium; 0% EC20 calcium, 100% full calcium. activation, % at 7.2 µM. hit rate 0.24% among 340,000. AID 493008;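 active = activation above the mean over all tested compounds plus 3 SD, cut at about 30% in these data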;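 note: rise in fluorescence read as greater calcium sensitivity of cardiac thin filaments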
Rtt109 HAT inh – inhibitors of Candida albicans Rtt109/Vps75 histone acetyltransferase | purified Rtt109/Vps75, ThioGlo CoA-SH fluorescence, 4 h | inhibition, % at 34.9 µM | hit rate 0.16% among 330,000 | AID 540336;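 active = inhibition of at least 50% in every replicate; inconclusive = best replicate reaches 50% inhibition but some replicates fall short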
Mot1-301 SUMO – SUMOylation pathway inhibition by Mot1-301 growth rescue. S. cerevisiae Mot1-301 growth rescue, ATP luminescence, 38.5C; percent above DMSO median, 100 means doubled. growth rescue, % at 18.8 µM. hit rate 1% among 320,000. AID 2716;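 active = every valid replicate shows activation above 250% relative to neutral control wells; inactive = the rest, any valid replicate at or below 250%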;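 note: OY570 slx delta 5 strain wells were the positive control but not used for scaling; some compounds called inactive have numbers as strong as hits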
LANA DNA inh – inhibitors of KSHV LANA C-terminal domain DNA binding; hit rate 0.078% among 340,000; MBP-C-LANA/FAM-LBS DNA binding, fluorescence polarization; inhibition, % at 9 µM;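 active = highest replicate inhibition at or above 60% at 9 µM, even if other replicates fall short; inactive = all replicates below 60% inhibition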;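 note: 0% = neutral control wells and 100% = 4 µM acridine orange control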
PvdQ inh – P. aeruginosa PvdQ acylase inhibition; purified PvdQ acylase, fluorescence plate reader; inhibition, % at 10 µM; hit rate 0.063% among 340,000; in the data active = inhibition above about 30%, passing the limit was not always enough; inconclusive = no clear call, values can overlap the other calls;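 note: 0% = vehicle neutral wells and 100% = reference inhibitor wells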
PfHsp90 set2 – growth inhibition of yeast expressing Plasmodium Hsp90 | S. cerevisiae expressing PfHsp90, BacTiter-Glo ATP, 48 h; yeast lacking PDR1 and PDR3 efflux regulators | hit rate 0.32% among 310,000 | inhibition, % at 9.4 µM;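 active = every replicate shows inhibition above about 80%, whatever the replicate mean, limit read from the data; inconclusive = mean inhibition reaches the set limit but some replicate falls short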;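 note: 0% = DMSO neutral controls and 100% = 20 µM radicicol positive controls; yeast relying on Plasmodium falciparum Hsp90 in place of its own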
NSD2 inh – NSD2 (human) methyltransferase inhibition; inhibition, % at 12.5 µM; NSD2 peptide methylation, AlphaScreen, 120 min; O96028; hit rate 0.54% among 310,000; in the data active = inhibition above about 50%
Target sequence (O96028 whole entry, looked up): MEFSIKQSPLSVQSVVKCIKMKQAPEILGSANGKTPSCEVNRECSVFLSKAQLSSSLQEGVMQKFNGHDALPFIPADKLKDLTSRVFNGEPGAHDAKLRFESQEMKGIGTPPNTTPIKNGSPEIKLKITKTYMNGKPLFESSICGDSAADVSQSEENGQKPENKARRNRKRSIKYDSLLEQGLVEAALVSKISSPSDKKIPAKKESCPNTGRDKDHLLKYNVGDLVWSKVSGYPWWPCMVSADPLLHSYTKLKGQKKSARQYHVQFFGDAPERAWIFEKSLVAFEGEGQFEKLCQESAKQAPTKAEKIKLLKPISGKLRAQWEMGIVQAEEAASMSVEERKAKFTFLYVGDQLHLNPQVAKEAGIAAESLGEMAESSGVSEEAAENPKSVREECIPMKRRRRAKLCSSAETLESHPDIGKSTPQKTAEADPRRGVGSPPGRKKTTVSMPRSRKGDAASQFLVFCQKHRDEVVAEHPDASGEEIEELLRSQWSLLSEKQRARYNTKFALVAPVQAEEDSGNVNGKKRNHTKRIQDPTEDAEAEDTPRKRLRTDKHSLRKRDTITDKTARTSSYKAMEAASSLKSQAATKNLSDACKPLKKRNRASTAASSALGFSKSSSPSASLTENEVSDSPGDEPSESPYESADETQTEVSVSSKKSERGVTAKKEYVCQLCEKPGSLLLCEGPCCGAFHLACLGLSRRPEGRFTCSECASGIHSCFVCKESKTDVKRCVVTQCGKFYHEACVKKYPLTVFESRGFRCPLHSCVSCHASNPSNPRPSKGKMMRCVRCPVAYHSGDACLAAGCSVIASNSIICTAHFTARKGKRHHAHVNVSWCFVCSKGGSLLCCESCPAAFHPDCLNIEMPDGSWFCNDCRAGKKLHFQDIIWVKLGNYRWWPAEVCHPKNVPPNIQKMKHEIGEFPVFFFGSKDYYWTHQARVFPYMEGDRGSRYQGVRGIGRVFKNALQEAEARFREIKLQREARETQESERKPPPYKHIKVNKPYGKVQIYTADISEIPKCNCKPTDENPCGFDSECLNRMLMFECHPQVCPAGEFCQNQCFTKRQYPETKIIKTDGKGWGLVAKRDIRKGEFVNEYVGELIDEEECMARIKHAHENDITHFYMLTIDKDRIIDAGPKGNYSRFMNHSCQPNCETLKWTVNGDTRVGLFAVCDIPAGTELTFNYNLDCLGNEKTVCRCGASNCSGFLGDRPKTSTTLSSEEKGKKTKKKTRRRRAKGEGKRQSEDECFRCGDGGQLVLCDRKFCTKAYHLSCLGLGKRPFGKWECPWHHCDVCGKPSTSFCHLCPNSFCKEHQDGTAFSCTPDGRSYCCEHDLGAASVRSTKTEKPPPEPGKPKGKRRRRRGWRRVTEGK
RTF Ca sens inh – cardiac RTF calcium desensitization; P19429+P45379; IANBD-labeled cardiac RTF, Ca2+ fluorescence; inhibition, % at 7.15 µM; hit rate 0.12% among 340,000;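 active = inhibition above the mean inhibition of all tested compounds plus 3 SD, cut at about 17% in these data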;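 note: assay run at fixed EC70 calcium of 1.6 mM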
Keap1-Nrf2 PPI – Keap1-Nrf2 (human) interaction inhibition; Q14145; Keap1 Kelch-Nrf2 peptide fluorescence polarization, 1536-well; inhibition, % at 9.4 µM; hit rate 0.15% among 340,000; in the data active = inhibition above about 12%; inconclusive = no clear call, values can overlap the other calls; inactive = below about 7.3%;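 note: human Keap1 Kelch domain with fluorescein labeled Nrf2 9mer peptide probe; 0% = neutral control wells and 100% = peptide positive control; higher means more block of Keap1 binding to Nrf2 peptide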
dFosB activator – enhances mouse delta FosB homodimer DNA binding; P13346; purified delta FosB, TAMRA-CDK5 oligo fluorescence polarization; percent of positive-control signal above neutral wells; activation, % at 25 µM; hit rate 0.99% among 340,000;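 active = mean activation above about 17%, with every replicate also reaching it, limit read from the data, passing the limit was not always enough; inconclusive = only one of the two conditions met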;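 note: fluorescence polarization rise as delta FosB binds a TAMRA Cdk5 AP-1 oligo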
CDK5 p35 inh – inhibitors of human CDK5/p35 kinase | Q00535+Q15078 | Recombinant CDK5/p35, ADP-Glo luminescence, 60 min | inhibition, % at 10 µM | hit rate 0.01% among 330,000;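 active = highest replicate inhibition of at least 50% and at least 75% of replicates reaching 50%; inconclusive = only one of the two criteria met; inactive = both criteria failed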;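 note: plate controls were DMSO neutral control for no effect and GW8510 at 10 µM for full effect; many of its hits are not listed in these tables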
An asterisk follows results filed as active; u = inconclusive; x = not tested or not shown. Outcome played no part in choosing rows; 3.2% or so of the library scored in one or more.

SMILES	cardiac RTF act	Rtt109 HAT inh	Mot1-301 SUMO	LANA DNA inh	PvdQ inh	PfHsp90 set2	NSD2 inh	RTF Ca sens inh	Keap1-Nrf2 PPI	dFosB activator	CDK5 p35 inh
Cc1ccc(NC(=O)CN(C)C(=O)c2ccc(COc3ccccc3)cc2)cc1	-1	10	141	-0.3	1	x	0	-10	1	-1	0.4
CCCCn1c(=O)[nH]c(=O)c2c1nc(-c1ccncc1)n2CCOC	5	1	87	3.6	-5	2	-1	-1	3	-16	-1.0
CCOc1ccc(S(=O)(=O)NCCC(=O)OC(C)C(=O)N2CCc3ccccc32)cc1 (centres undefined)	3	1	0	1.7	-6	x	-1	-4	1	-8	-1.2
O=C(CN1C(=O)NC2(CCOc3ccccc32)C1=O)N1CCCCC1 (centres undefined)	1	26	0	1.5	19	8	-2	3	-5	-2	0.7
COc1ccc(NC(=O)CSc2nccn2Cc2ccco2)cc1	2	-8	-10	-0.4	-12	2	0	-11	-3	-1	-0.6
Cc1nc2ccccn2c1C(=O)NN=C1C2CC3CC(C2)CC1C3	11	-4	2	0.5	-13	7	-2	-9	-3	-12	0.8
O=C(NC1CC1)C1CCCN1C(=O)NC1CCCCC1 (centres undefined)	-2	-8	264	-1.6	-2	6	-3	2	0	-2	-0.1
CCCCOc1ccc(C(=O)NCC(=O)NCc2ccncc2)cc1	0	2	-8	1.1	-10	-4	1	-1	2	0	0.2
Cc1ccc(S(=O)(=O)N2CCCOC2CNC(=O)C(=O)NCc2cccnc2)cc1 (centres undefined)	-2	-9	85	0.4	-11	16	1	4	-3	-2	-0.9
CCOC(=O)c1c[nH]c(=S)n(-c2ccccc2)c1=O	2	3	3	3.4	-15	0	x	-1	0	2	-0.8

Whole records, looked up by structure.
Results for `O=C(CN1C(=O)NC2(CCOc3ccccc32)C1=O)N1CCCCC1` (centres undefined) : cardiac RTF act: 1; Rtt109 HAT inh: 26; Mot1-301 SUMO: 0; LANA DNA inh: 1.5; PvdQ inh: 19; PfHsp90 set2: 8; NSD2 inh: -2; RTF Ca sens inh: 3; Keap1-Nrf2 PPI: -5; dFosB activator: -2; CDK5 p35 inh: 0.7
Results for `COc1ccc(NC(=O)CSc2nccn2Cc2ccco2)cc1` : cardiac RTF act: 2; Rtt109 HAT inh: -8; Mot1-301 SUMO: -10; LANA DNA inh: -0.4; PvdQ inh: -12; PfHsp90 set2: 2; NSD2 inh: 0; RTF Ca sens inh: -11; Keap1-Nrf2 PPI: -3; dFosB activator: -1; CDK5 p35 inh: -0.6
Results for `CCOC(=O)c1c[nH]c(=S)n(-c2ccccc2)c1=O` : cardiac RTF act: 2; Rtt109 HAT inh: 3; Mot1-301 SUMO: 3; LANA DNA inh: 3.4; PvdQ inh: -15; PfHsp90 set2: 0; NSD2 inh: x; RTF Ca sens inh: -1; Keap1-Nrf2 PPI: 0; dFosB activator: 2; CDK5 p35 inh: -0.8

The results go on:
SMILES	cardiac RTF act	Rtt109 HAT inh	Mot1-301 SUMO	LANA DNA inh	PvdQ inh	PfHsp90 set2	NSD2 inh	RTF Ca sens inh	Keap1-Nrf2 PPI	dFosB activator	CDK5 p35 inh
COc1cc2[nH]c(=O)n(Cc3ccc(C(=O)NCCCN4CCN(C)CC4)cc3)c(=O)c2cc1OC	-1	3	-14	-2.3	9	-20	2	4	-2	32*	0.3
COc1ccc(NC(=O)COC(=O)c2ccc(N3CCCC3=O)cc2)cc1	2	5	-7	0.0	-1	-29	0	-4	-1	-1	-1.3
CCOc1ncccc1C(=O)OCc1ccc([N+](=O)[O-])cc1	-2	-4	6	0.3	-4	-3	0	-2	-1	9	0.1
CC1CCCN(S(=O)(=O)c2ccc(NC(=O)CN3C(=O)NC(C)(c4ccccc4)C3=O)cc2)C1 (centres undefined)	-1	20	6	-0.4	7	-5	-4	-9	2	0	0.5
CCOC(=O)c1cnn(-c2nc(CC)nc3sc4c(c23)CCC4)c1N	-2	1	x	-0.9	6	-5	x	1	-5	3	2.0
CC(C)(C)C1(O)CC(C(F)(F)F)=NN1C(=O)CCCc1ccccc1 (centres undefined)	17	11	-8	-0.4	-10	25	-4	-3	-6	-7	2.1
Cc1ccc(S(=O)(=O)N(C)CC(=O)N2CCc3ccccc32)cc1	2	-5	9	2.2	9	9	-4	2	-2	-2	-0.5
CCOC(=O)c1ccc(NC(=O)NCc2ccccn2)cc1	0	-4	-8	1.6	-9	13	-1	-5	-5	-9	0.9
O=C(CSc1ccccc1F)NC(=O)NCc1ccco1	0	9	0	-1.0	4	-15	19	-11	3	-4	0.9
COc1ccc(N2CCN(C(CNS(C)(=O)=O)c3ccco3)CC2)cc1 (centres undefined)	-5	x	-11	0.5	10	12	0	3	-3	-4	0.2
Cc1cc(-c2csc(N)n2)c(C)n1Cc1ccco1	4	16	7	1.4	1	2	1	-4	-1	-14	5.3
CCCCNC(=S)NNC(=O)c1cc(-c2ccncc2)nc2ccccc12	-5	-2	6	-0.6	-24	-7	3	2	-5	-15	-3.5
COC(=O)c1scc(C)c1NC(=O)/C=C/C(=O)O	3	-1	359	0.5	-22	3	1	-8	-5	-1	0.3
O=C(N/N=C/c1cn[nH]c1-c1ccccc1)c1ccco1	1	-6	x	-1.6	5	14	-2	4	1	-13	-0.9
Cc1c(NC(=O)CCN2C(=O)c3ccccc3C2=O)c(=O)n(-c2ccccc2)n1C	-1	-2	-2	-1.0	-5	-8	0	2	0	4	2.0
Cc1ccc(/C=C/C(=O)c2ccc(O)cc2)cc1	3	9	185	-1.6	-5	6	5	-2	-7	-18	2.1
CC(C)c1nnc(NC(=O)CCC(=O)N2CCN(C3CCCCC3)CC2)s1	-3	-3	19	0.3	-12	-12	0	-20	-1	0	-3.7
CCn1cc(C(=O)NCCCN2CC(C)CC(C)C2)c(=O)c2cc(S(=O)(=O)N(C)C3CCCCC3)ccc21 (centres undefined)	-4	16	-9	0.5	6	2	3	3	1	-11	0.9
NC(=O)CCCn1c(C(=O)c2cc(Cl)c(N)c(Cl)c2)c2ccc(C(F)(F)F)cc2[n+]1[O-]	8	11	-8	-0.8	-6	9	x	3	-1	-6	0.9
O=C(N/N=C/c1cccnc1)c1cc(-c2ccccc2)nc2ccccc12	-3	-1	-1	1.7	0	13	3	-6	3	-17	0.8
COc1ccc(OCC(=O)Nc2cccc(C(C)=O)c2)cc1	5	-11	6	2.0	-21	-31	-2	-6	-4	-2	-1.7
CCCCN1CC(=O)N2[C@H](c3ccc(Cl)cc3)[C@@H]3C(=O)N(CC)C(=O)[C@@H]3[C@]2(Cc2ccccc2)C1=O	-6	2	4	-0.4	-5	7	x	-3	-4	0	-1.2
CCOC(=O)C1CCN(C(=O)COC(=O)CSc2ccc(C(N)=O)cc2[N+](=O)[O-])CC1	-1	-4	-6	0.1	-2	-10	-2	1	0	-14	-2.5
COc1ccc(N(C)S(=O)(=O)c2cccc(C(=O)N3CCN(c4cccc(C)c4C)CC3)c2)cc1	-1	-3	x	4.3	-11	x	0	3	-2	u	0.4
Cc1ccc(-c2nc(NCC3CCCO3)sc2C)cc1 (centres undefined)	5	1	x	-0.6	-7	-19	0	-14	-1	-6	-2.0
COCCNc1nnc(SCC(=O)Nc2nnc(-c3ccccc3)o2)s1	-5	-4	1	1.7	-11	x	-1	-5	3	2	-0.2
COCCCNC(NC(=O)c1ccc(OC)cc1)C(Cl)(Cl)Cl (centres undefined)	1	-3	x	1.0	-7	-8	-4	-1	3	-2	-0.3
COc1ccc(NC(=O)CCNC(=O)c2ccc([N+](=O)[O-])cc2)cc1S(=O)(=O)N1CCCCC1	-4	9	x	-0.3	4	6	-1	-7	-3	-9	-0.5
CCOc1ccc(NC(=O)c2ccco2)c([N+](=O)[O-])c1	-5	-11	-12	2.8	-11	1	0	-1	u	-6	0.9
O=C(NCc1ccccc1)c1cc(=O)[nH]c2ccccc12	-2	-1	220	-0.4	4	-9	-1	0	-2	7	1.1
O=C1/C(=C/c2cccs2)N=C(c2cccs2)N1Nc1ccccc1	17	17	14	-0.2	-1	-8	1	4	-2	-8	-0.4
O=C(COC(=O)c1ccc(O)cc1)Nc1ccc2c(c1)OCO2	-6	10	-8	-0.4	-2	x	x	5	3	-2	1.4
NC(=O)C1CCCN(C(=O)c2cccc(S(=O)(=O)N(Cc3ccccc3)c3ccccc3)c2)C1 (centres undefined)	0	-3	-7	2.5	-21	x	-1	-1	-7	-10	-4.9
Cc1c(NC(=O)CC2CC(C)OC2=O)c(=O)n(-c2ccccc2)n1C (centres undefined)	6	x	130	-0.7	-11	x	-3	-7	-4	-9	-2.3
Cc1c2c(cc3c1[nH]c1ccccc13)C=NCC2	10	-1	x	-5.8	-42	-7	4	-9	-9	-1	1.3
CCCn1c(=O)c(F)cn(Cc2ccc(OC)c([N+](=O)[O-])c2)c1=O	3	2	-2	-0.6	4	24	0	-4	-1	-9	-1.0
CCC(O)CNC(=O)CCc1nnc(C2(c3ccc(Cl)cc3)CCC2)o1 (centres undefined)	-1	20	-1	-2.2	12	9	-1	3	-3	-5	1.5
NC(=O)c1ccc(NC(=O)CCc2nc3sc4c(c3c(=O)[nH]2)CCCC4)cc1	5	-16	1	1.0	-14	x	23	-20	-6	-1	0.7
COc1cc(OC)c(N(C)C(=O)c2cn(C)c(=O)c3cc(OC)c(OC)cc23)cc1Cl	-4	1	6	0.9	4	33	-2	1	6	-4	1.4
CC1CCCCC1NC(=O)CCS(=O)(=O)c1ccc2c(c1)NC(=O)CS2 (centres undefined)	4	-8	0	0.4	-15	-3	-3	1	-5	-2	0.1
C=CCn1c(COc2ccc(Cl)cc2)nnc1SCC(=O)NCC(=O)OCC	10	1	-1	-0.2	-1	x	-9	1	3	-8	0.0
O=C(Nc1ccccc1)c1nn(-c2ccccc2)c(=O)cc1C(F)(F)F	5	-5	-8	-0.5	-8	2	-2	-3	-3	-4	1.6

Exported with each value named: entries from further up.
O=C(Nc1ccccc1)c1nn(-c2ccccc2)c(=O)cc1C(F)(F)F
  cardiac RTF act: 5	Rtt109 HAT inh: -5	Mot1-301 SUMO: -8	LANA DNA inh: -0.5	PvdQ inh: -8	PfHsp90 set2: 2	NSD2 inh: -2	RTF Ca sens inh: -3	Keap1-Nrf2 PPI: -3	dFosB activator: -4	CDK5 p35 inh: 1.6
NC(=O)c1ccc(NC(=O)CCc2nc3sc4c(c3c(=O)[nH]2)CCCC4)cc1
  cardiac RTF act: 5	Rtt109 HAT inh: -16	Mot1-301 SUMO: 1	LANA DNA inh: 1.0	PvdQ inh: -14	PfHsp90 set2: x	NSD2 inh: 23	RTF Ca sens inh: -20	Keap1-Nrf2 PPI: -6	dFosB activator: -1	CDK5 p35 inh: 0.7
